Neddyl block – inhibitors of cullin neddylation, primary screen, biochemical, TR-FRET, uHTS, NAE and Ubc12; calls only at 25 µM; actives 0.58% (n = 360,000); NEDD8-conjugating enzyme Ubc12 (Homo sapiens) + NEDD8-activating enzyme E1 regulatory …; in the data active = inhibition above about 36%
Rpn11 block – Rpn11 (PSMD14) deubiquitinase inhibitors, primary screen, biochemical, fluorescence polarization, uHTS; human 26S proteasome, Ub4-pepOG fluorescence polarization; 20S core pre-blocked with epoxomicin; calls only at 20 µM; actives 0.59% (n = 360,000);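 active = inhibition at 20 µM, scaled to each plate's controls, above about 33%, limit read from the data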
SKN-1 inh – suppressors of acrylamide-induced Pgst-4::GFP reporter in worms, primary screen, SKN-1 inhibitor project, whole organism, uHTS, GFP/RFP fluorescence ratio, strain VP596 | inhibition, % at 21.8 µM | actives 0.49% (n = 360,000) | C. elegans VP596 Pgst-4::GFP/RFP ratio, 24 h;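 active = interference check ratio from 0.5 to 1.5 plus GFP to RFP signal ratio inhibition reaching or exceeding a fixed threshold, cut at about 30% in these data, passing the limit was not always enough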; also: some compounds called inactive have numbers as strong as hits
Rin1-Abl PPI inh – inhibitors of Rin1-Abl protein binding, primary screen, biochemical, TR-FRET; Tyrosine-protein kinase ABL1 (Homo sapiens) + Ras and Rab interactor 1 (Homo sapiens), …; inhibition, % at 7.35 µM; actives 0.4% (n = 360,000); AID 588664, 2011; in the data active = inhibition above about 5%, passing the limit was not always enough
MT1-MMP act inh – blockers of MT1-MMP proenzyme processing, primary screen, HT1080 RFP-PRO-GFP cells, GFP/RFP fluorescence. GFP/RFP ratio change, % at 20 µM. GFP/RFP ratio fluorescence, overnight; percent of plate control window, DMSO zero. actives 0.061% (n = 360,000). AID 651647, 2012;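 active = GFP/RFP ratio change of at least 30% with cell ATP level not reduced by more than half and red fluorescence within 50% of control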; also: strong numbers were not always called active
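Test system: HT1080 cells expressing an RFP-PRO-GFP fluorescent reporter construct / Compound dosing: single-point 20 µM compound, 1% DMSO / Schedule: cells overnight before dosing, compound overnight, 37 °C, 5% CO2 / Evaluation: GFP/RFP fluorescence ratio / Control set: DMSO and RFP-L50D-GFP cell wells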
CSN inh – inhibitors of CSN-mediated cullin deneddylation, primary screen, biochemical, fluorescence polarization, uHTS | COP9 signalosome complex subunit 5 (Homo sapiens), Q92905 | Purified CSN, SCF-Nedd8-OG deneddylation | inhibition, % at 12.5 µM | actives 0.38% (n = 360,000) | AID 651999, 2013;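 active = pattern-corrected inhibition above about 35%, with an unprinted fluorescence ratio check between 0.5 and 1.5, limit read from the data, passing the limit was not always enough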;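 also: 0% = enzyme with substrate and 100% = substrate without enzyme; some results filed as inactive read as strong as hits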
Target sequence (Q92905 whole entry, looked up, one chain of several): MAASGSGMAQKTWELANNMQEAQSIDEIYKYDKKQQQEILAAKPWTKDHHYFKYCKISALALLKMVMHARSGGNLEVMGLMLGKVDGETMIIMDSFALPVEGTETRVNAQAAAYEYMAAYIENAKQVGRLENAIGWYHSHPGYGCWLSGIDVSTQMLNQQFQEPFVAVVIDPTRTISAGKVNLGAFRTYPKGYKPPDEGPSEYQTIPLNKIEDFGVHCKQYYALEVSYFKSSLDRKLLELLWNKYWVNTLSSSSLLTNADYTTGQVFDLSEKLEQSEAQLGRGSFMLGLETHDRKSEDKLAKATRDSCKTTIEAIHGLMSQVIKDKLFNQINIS
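test system = HEK293T-derived human Csn5 enzyme | amount = 0.24 nM Csn5 enzyme, final concentration | medium = Tris/NaCl/DTT buffer, pH 7.5 | schedule = 90 min reaction at room temperature | signal = FP | evaluation = inhibition of Csn5 cleavage, % | compound dosing = single dose of 12.5 µM compound with 0.25% DMSO | probe or stimulus = 10 nM SCFSkp2-Nedd8OG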
FAS-TE inh – FAS thioesterase domain inhibitors, primary screen, biochemical, fluorescence intensity, uHTS; Fatty acid synthase (Homo sapiens), P49327; recombinant FAS-TE, OMFH fluorogenic substrate, fluorescence endpoint; inhibition, % at 15 µM; actives 0.67% (n = 360,000);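 active = compounds whose normalised, plate-corrected inhibition of enzyme fluorescence in the single-dose primary screen is 50% or more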;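 also: 0% = DMSO with enzyme and 100% = substrate without enzyme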
NadD block – inhibitors of S. aureus NadD, primary screen, biochemical, colorimetric, uHTS; purified NadD enzyme, colorimetric absorbance read-out; inhibition, % at 20 µM; actives 0.78% (n = 360,000); in the data active = inhibition above about 26%; also: some compounds past the cut are filed as inactive
MLLE-PAM2 inh – inhibitors of PABP1 MLLE–PAM2 peptide binding, primary screen, biochemical, fluorescence polarization, FITC-PAM2, GST-MLLE. Polyadenylate-binding protein 1 (Homo sapiens), P11940. inhibition, % at 20 µM. actives 0.36% (n = 360,000). AID 588489, 2011; in the data active = inhibition above about 35%, passing the limit was not always enough;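 also: plate controls were DMSO wells with GST-MLLE for no effect and wells lacking GST-MLLE protein for full effect; some results filed as inactive read as strong as hits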
Target sequence (P11940 whole entry, looked up): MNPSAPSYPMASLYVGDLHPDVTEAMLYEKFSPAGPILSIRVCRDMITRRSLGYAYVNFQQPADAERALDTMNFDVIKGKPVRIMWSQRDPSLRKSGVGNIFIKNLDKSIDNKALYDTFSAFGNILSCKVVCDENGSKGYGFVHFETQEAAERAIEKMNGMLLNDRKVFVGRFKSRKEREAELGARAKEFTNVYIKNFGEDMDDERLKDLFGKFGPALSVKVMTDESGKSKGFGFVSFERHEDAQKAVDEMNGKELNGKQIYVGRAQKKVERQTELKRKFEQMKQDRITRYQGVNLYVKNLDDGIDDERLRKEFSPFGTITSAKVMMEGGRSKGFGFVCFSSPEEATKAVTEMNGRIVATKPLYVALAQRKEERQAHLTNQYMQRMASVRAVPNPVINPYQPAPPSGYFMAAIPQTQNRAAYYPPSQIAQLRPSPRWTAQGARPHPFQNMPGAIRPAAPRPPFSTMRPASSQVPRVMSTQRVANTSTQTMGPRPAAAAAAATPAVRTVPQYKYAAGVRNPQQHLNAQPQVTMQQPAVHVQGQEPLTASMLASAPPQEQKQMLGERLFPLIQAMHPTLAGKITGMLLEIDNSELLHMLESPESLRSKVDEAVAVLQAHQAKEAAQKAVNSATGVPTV
An asterisk follows results filed as active; i = inactive; · = no result given. Random draw from the library, and some 3.9% of all compounds hit somewhere here.

SMILES | Neddyl block | Rpn11 block | SKN-1 inh | Rin1-Abl PPI inh | MT1-MMP act inh | CSN inh | FAS-TE inh | NadD block | MLLE-PAM2 inh
N#C/C(=C/Nc1ccccc1F)S(=O)(=O)c1ccc(Cl)cc1 | i | i | 10 | 0 | 0 | -1 | -59 | -9 | -9
CC(C)CNc1nc(N)c([N+](=O)[O-])c(NCc2ccccc2)n1 | i | i | 5 | 0 | 2 | 3 | -2 | -6 | 3
COc1ccc(/C=C/C(=O)OCCCN(C)C)cc1 | i | i | 12 | -1 | 2 | 4 | -8 | -2 | 1
CCC1CN(C(=O)NCc2ccc(F)cc2)c2ccccc2O1 (stereo not given) | i | i | 7 | -2 | -4 | -2 | 0 | -9 | 10
O=S(=O)(NC1CC2CCC1C2)c1ccc(Cl)cc1 (stereo not given) | i | i | 9 | 2 | 3 | -3 | 6 | -7 | 5
CCC(C)NC(=O)Cn1c(=O)n(CCCCC(=O)NCc2ccco2)c(=O)c2ccccc21 (stereo not given) | i | i | -3 | -4 | 1 | 4 | -7 | 6 | 8
CCOC(=O)c1sc(NC(=O)/C=C/c2cnn(CC)c2C)c(C(=O)OCC)c1C | · | i | 2 | -2 | -2 | -1 | 17 | -7 | 35
C=CCNc1nc(SCC=C)nc2ccsc12 | i | i | 15 | 0 | 2 | 7 | 3 | 5 | 5
COc1ccc(CCNC(=S)NNC(=O)c2c(Br)c(C)nn2C)cc1OC | i | i | 19 | 0 | 1 | 2 | -4 | 0 | -41
Cc1oc(-c2cccc(Cl)c2)nc1CN1CCC(C(=O)NCCCN2CCCC2=O)CC1 | i | i | -10 | 2 | 2 | -3 | -7 | 3 | -5
COC(=O)C1=C(CS(=O)(=O)c2ccccc2)NC(=O)NC1c1ccc(OC)c(OC)c1 (stereo not given) | i | i | 13 | -3 | 4 | 1 | -2 | -6 | 7
CCCCNC(=O)Nc1cc(C(F)(F)F)c[nH]c1=O | i | i | -23 | -1 | 4 | 1 | -5 | -1 | -7
CCN1CCN(CCCNC(=O)CCCn2nc(C)c3sc4ccccc4c3c2=O)CC1 | i | i | 6 | -1 | 2 | -1 | -8 | -4 | -8
CCCCNC(=O)C1CC(=O)N(CCc2ccccc2)C1 (stereo not given) | i | i | -7 | -6 | 2 | 4 | -2 | -3 | 4
N#Cc1ccccc1NC(=O)COC(=O)c1ccc2c(c1)OCCO2 | i | i | -2 | -1 | 0 | 5 | -1 | -3 | 3
Cn1[nH]c(-c2ccccc2)c(/C=N/O)c1=O | i | i | 5 | 3 | 1 | -7 | -8 | -1 | -7
COc1c(Cl)cc(-c2noc(C)c2C(=O)NC(C)C)cc1Cl | i | i | 15 | -4 | -1 | -6 | -2 | -2 | 9
CCOC(=O)C1CN(S(=O)(=O)c2ccc(C)cc2)CCN1S(=O)(=O)c1ccc(C)cc1 (stereo not given) | i | i | -5 | 3 | 0 | 1 | 33 | 1 | 14
Cc1ccc(S(=O)(=O)NC2(C(=O)O)CCCC2)cc1 | i | i | 13 | 0 | 4 | 2 | -7 | -1 | 15
N#CCc1nn(Cc2ccc(F)cc2)c(=O)c2ccccc12 | i | i | 0 | 0 | -1 | -2 | 40 | 4 | 13

The last 5 entries of the section above come first, to join the parts.
SMILES | Neddyl block | Rpn11 block | SKN-1 inh | Rin1-Abl PPI inh | MT1-MMP act inh | CSN inh | FAS-TE inh | NadD block | MLLE-PAM2 inh
Cn1[nH]c(-c2ccccc2)c(/C=N/O)c1=O | i | i | 5 | 3 | 1 | -7 | -8 | -1 | -7
COc1c(Cl)cc(-c2noc(C)c2C(=O)NC(C)C)cc1Cl | i | i | 15 | -4 | -1 | -6 | -2 | -2 | 9
CCOC(=O)C1CN(S(=O)(=O)c2ccc(C)cc2)CCN1S(=O)(=O)c1ccc(C)cc1 (stereo not given) | i | i | -5 | 3 | 0 | 1 | 33 | 1 | 14
Cc1ccc(S(=O)(=O)NC2(C(=O)O)CCCC2)cc1 | i | i | 13 | 0 | 4 | 2 | -7 | -1 | 15
N#CCc1nn(Cc2ccc(F)cc2)c(=O)c2ccccc12 | i | i | 0 | 0 | -1 | -2 | 40 | 4 | 13
N#CCCN(C(=O)Nc1ccc(Cl)cc1)c1ccccc1 | i | i | -8 | 1 | 7 | 6 | -7 | -3 | 11
CC(C)n1nccc1N(Cc1ccc(Cl)cc1)S(=O)(=O)c1ccccc1 | i | i | 33 | -2 | -2 | -1 | 31 | -5 | 6
c1ccc2[nH]c(SCc3cscn3)nc2c1 | i | i | -10 | -1 | 7 | 3 | -2 | 3 | -54
COc1ccc(N=C2S/C(=C\c3ccc(Cl)c([N+](=O)[O-])c3)C(=O)N2CCN(C)C)cc1 | i | i | -10 | -2 | -31 | 4 | 50 | 0 | 8
O=C(c1cnccn1)N1CCN(c2ccccc2F)CC1 | i | i | -6 | 4 | 5 | 0 | -9 | 4 | -4
CC1CCCC(C)N1S(=O)(=O)c1ccc(NC(=O)c2ccccc2C(=O)N2CCOCC2)cc1 (stereo not given) | i | i | 5 | 1 | · | 1 | -4 | 1 | 3
CCOc1cccc(N(C(=O)C2COc3ccccc3O2)C(C(=O)NC2CCCCC2)c2ccc(O)cc2)c1 (stereo not given) | i | i | 14 | 1 | -20 | -2 | -9 | 7 | 7
O=C(Nc1ccc(-c2noc(-c3ccccc3F)n2)cc1)c1cccs1 | i | i | 12 | -1 | 8 | -1 | -4 | -14 | 4
OC(c1ccc(Cl)cc1)c1ncc(-c2cccc(C(F)(F)F)c2)[nH]1 (stereo not given) | i | i | 12 | 3 | -1 | -7 | 30 | 2 | 10
Cc1ccccc1OCCC(=O)Nc1ccc(N2CCOCC2)cc1N1CCOCC1 | i | i | 3 | 1 | -2 | -3 | -1 | -9 | -1
O=C(NC1CC1)C1Nc2ccc(OC(F)(F)F)cc2C2C=CCC12 (stereo not given) | i | i | 15 | 0 | 5 | -8 | -3 | -8 | 3
CCN1C(=O)[C@@H]2[C@@H](c3ccc(-c4ccccc4)cc3)N3CCC[C@@]3(C(=O)OC)[C@@H]2C1=O | i | i | 16 | -2 | 3 | -4 | 3 | 5 | -2
CC(NC(=O)C1CCN(C(=O)c2ccc(F)cc2)CC1)c1ccc(-n2ccnc2)cc1 (stereo not given) | i | i | 1 | 1 | 5 | -2 | -6 | -4 | -1
O=C(CSc1nc(-c2ccccc2)cs1)N1CCc2ccccc21 | i | i | 5 | -3 | 9 | -2 | 18 | 5 | 6
Clc1cc(Cl)c2nc(N3CCCCC3)sc2c1 | i | i | 9 | 4 | 3 | 3 | 18 | 9 | 34
COc1ccc(Cl)c(CNC[C@H]2O[C@@H](n3cnc(C(N)=O)n3)[C@H](O)[C@@H]2O)c1 | i | i | -10 | -3 | -2 | 4 | -7 | -1 | 2
Cc1ccc(-c2cc(C(=O)NN)n[nH]2)o1 | i | i | -9 | 1 | 2 | 0 | -2 | -6 | -18
CC(C(=O)N1CCN(C(=O)c2ccco2)CC1)n1sc2ccccc2c1=O (stereo not given) | i | i | -3 | 4 | -2 | 3 | -9 | 0 | 3
C=CCn1c(C)cc(C(=O)COC(=O)c2n[nH]c(=O)c3ccccc23)c1C | i | i | 10 | 2 | -3 | 2 | -5 | 5 | -8
Cn1nc(C(F)(F)F)c(-c2cccc(C(F)(F)F)c2)c1NC(=O)Nc1ccc(F)cc1 | i | i | 2 | 0 | 5 | -6 | 12 | -7 | -9
C=CCn1c(SCc2cc(=O)n3ccsc3n2)nc2cc(Cl)ccc2c1=O | i | i | 9 | 2 | -4 | -5 | 17 | -3 | 4
CN1C(=O)N(c2ccccc2)C(Nc2nncs2)C1(C)C (stereo not given) | i | i | 38* | 5 | 1 | 0 | 0 | 5 | -4
C/C(=N\NC(=O)COc1ccc(C(C)(C)C)cc1)c1ccc(-n2ccnc2)cc1 | i | i | 2 | -4 | -2 | -13 | 16 | 22 | 0
COc1ccc(-c2nc(NC(=O)c3c(C)noc3C)sc2C)cc1 | i | i | 23 | 0 | -8 | -6 | 5 | -1 | 14
COc1cc(CCC(=O)Nc2nccs2)cc(OC)c1OC | i | i | 13 | 2 | -1 | -3 | 1 | -6 | 1
Cc1ccc(S(=O)(=O)NCc2csc(C)n2)cc1 | i | i | 0 | -1 | -3 | 7 | -4 | -9 | 11
O=C(NCCCCc1ccccc1)Nc1ccc(F)cc1F | i | i | -30 | -2 | 0 | 6 | 12 | -5 | 8
COc1ccc(-c2nn(-c3ccccc3C)cc2CNCCc2cnc[nH]2)cc1F | i | i | -4 | 6 | 6 | 3 | -17 | 6 | 0
Cn1cc(CNC(=O)Nc2ccc3c(c2)OCO3)cn1 | i | i | 1 | -4 | 4 | -3 | -7 | -4 | 3
O=C1c2ccccc2C(=O)N1OCCOCCOCCBr | i | i | -7 | 1 | 5 | -4 | -7 | -5 | 4
O=C(Nc1cccc(S(=O)(=O)N2CCCCC2)c1)Nc1ccc(Cl)cc1Cl | i | i | -3 | 5 | -8 | 5 | 40 | 9 | -2

Profiles as entered above. Order of values: Neddyl block, Rpn11 block, SKN-1 inh, Rin1-Abl PPI inh, MT1-MMP act inh, CSN inh, FAS-TE inh, NadD block, MLLE-PAM2 inh
OC(c1ccc(Cl)cc1)c1ncc(-c2cccc(C(F)(F)F)c2)[nH]1 (stereo not given) in the list: i, i, 12, 3, -1, -7, 30, 2, 10
Cn1cc(CNC(=O)Nc2ccc3c(c2)OCO3)cn1 in the list: i, i, 1, -4, 4, -3, -7, -4, 3

Screening results as filed in PubChem BioAssay.
